DUSP3 inh: blocks the human dual specificity phosphatase VHR1 | 50,000 compounds, 0.7% hits | inhibition, % at 20 µM | recombinant VHR phosphatase, colorimetric substrate read-out | P51452 | AID 1992; in the data active = inhibition above about 60%; also: some results filed as inactive read as strong as hits
Target sequence (P51452 whole entry, looked up): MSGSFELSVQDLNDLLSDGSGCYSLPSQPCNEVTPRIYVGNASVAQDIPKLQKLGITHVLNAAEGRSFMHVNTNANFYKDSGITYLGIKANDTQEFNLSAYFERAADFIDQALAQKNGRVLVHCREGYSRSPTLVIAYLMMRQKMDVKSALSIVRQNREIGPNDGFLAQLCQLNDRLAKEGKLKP
The depositor's hits bear a star. This is a subset; the hit share may differ from the screen's.

SMILES	DUSP3 inh
O=C(Cc1ccc(F)cc1F)Nc1ccc(F)cc1F	-2.9
O=C(NCCN1CCNCC1)C(=O)NCc1ccco1	-13.6
O=C1OC(c2ccccc2)=C/C1=C/c1cccs1	-8.1
O=c1c([N+](=O)[O-])c(Nc2ccc(Br)cc2)c2ccccc2n1-c1ccccc1	4.1
COc1cccc(C=C2C(=O)NC(=O)NC2=O)c1O	7.0
O=C(Nc1ccc(S(=O)c2ccc(NC(=O)c3cccs3)cc2)cc1)c1cccs1	-25.7
O=C1NC(=Nc2cccc(Cl)c2Cl)S/C1=C\c1ccc([N+](=O)[O-])cc1	9.5
COc1ccc(C(=O)Nc2cc(Cl)ccc2Cl)cc1NC(=O)c1cccc(F)c1	-64.1
Cc1nnc(SCC(=O)NCC(=O)c2ccccc2)s1	8.8
CC(C)(C)NC(=O)c1nn2c(c1Br)NC(c1ccccc1)CC2C(F)(F)F (centres undefined)	-4.1
Cc1ccc(N2C(=O)/C(=C/c3ccc(O)c(O)c3)SC2=S)cc1C	17.8
Nc1ccc(C(=O)CC2(O)C(=O)Nc3ccccc32)cc1 (centres undefined)	-6.6
COc1ccc(NC(=O)C2Cc3ccccc3CN2C(=O)OCc2ccccc2)cc1 (centres undefined)	-55.4
O=S(=O)(c1ccc(Br)cc1)n1nnc2ccccc21	-6.4
COc1ccc(C)cc1Nc1cc(C)c2ccccc2n1	3.9
Nc1nnc(/C=C/c2ccccc2Cl)s1	-3.5
CCC12c3ccccc3C(c3ccccc31)C1C(=O)N(c3ccc4c(c3)OCO4)C(=O)C12 (centres undefined)	-7.6
O=C(CCNc1ccc(Br)cc1)c1cccc([N+](=O)[O-])c1	7.7
COc1cccc(NC2=C(Cl)C(=O)N(c3cccc(Cl)c3Cl)C2=O)c1	-15.9
O=C(O)CN1C(=O)S/C(=C\c2ccccc2O)C1=O	10.5
CCOc1cc(C2Nc3ccccc3NC3=C2C(=O)CC(c2ccccc2)C3)cc(Br)c1O (centres undefined)	98.9*
COc1cc(C(=S)N2CCOCC2)cc(Br)c1O	-9.4
Cc1[nH]c2ccccc2c1CN1CCOCC1	-6.6
COc1cc(C2C3=C(CC(C)(C)CC3=O)OC3=C2C(=O)CC(C)(C)C3)cc(OC)c1OC(C)=O	22.4
O=C(CN(c1ccc(Br)cc1)S(=O)(=O)c1ccccc1)N1CCc2ccccc2C1	2.3
Cc1nc(-c2ccc(NC(=O)c3ccccc3)cc2)cs1	9.8
Cc1cc(C)c(NC(=S)NC(=O)/C=C/c2ccccc2)c([N+](=O)[O-])c1	4.8
COC(=O)c1sc2cc(Cl)ccc2c1Cl	-18.4
COc1ccc(-c2nc(-c3cc(OC)c(OC)c(OC)c3)no2)cc1OC	7.5
COCCN1C(=O)/C(=C\c2ccc(F)cc2)C(C(=O)OC)=C1C	-22.2
COc1ccc(N(CC(=O)NC(C)(C)C)S(C)(=O)=O)cc1Cl	-20.8
CC(C)(C)c1ccc(C(=O)Nc2ncc(Cc3ccc(F)cc3)s2)cc1	14.2
Cc1ccc(N(Cc2ccc(C(=O)Nc3ccc(C)c(Cl)c3)cc2)S(C)(=O)=O)cc1C	8.3
COc1cc(/C=C2/SC(=S)NC2=O)ccc1OS(=O)(=O)c1ccccc1	-3.5
COc1ccc(OC)c(N(CC(=O)N2CCN(c3ccccc3)CC2)S(=O)(=O)c2ccccc2)c1	28.7
Cc1ccc(/C=C2\CN(C)C/C(=C\c3ccc(C)cc3)C2=O)cc1	-7.9
O=C1C(=O)N(c2cccc(Cl)c2)C(c2ccccc2[N+](=O)[O-])/C1=C(\O)c1ccccc1 (centres undefined)	15.6
COc1cc(/C=C2\SC(NC(C)=O)=NC2=O)ccc1Oc1ccc(C(F)(F)F)cc1[N+](=O)[O-]	-14.3
O=C(O)c1cc(S(=O)(=O)N(CCO)CCO)ccc1Cl	20.8
O=C(/C=C/c1ccccc1)NC(=S)Nc1ccc(-c2nc3ncccc3o2)cc1	-13.4
C/C(=N\N=C1/NC(=O)C(CC(=O)O)S1)c1ccccc1 (centres undefined)	-9.9
CC(C)COc1ccc(C(=O)Nc2cccc([N+](=O)[O-])c2)cc1	-18.0
Cc1cc(C(N)=O)c(-c2ccccc2)o1	-9.8
Cc1ccccc1C(=O)Nc1cccc(-c2nnc(-c3ccccc3)o2)c1	13.6
O=C(Nc1cccc(Cl)c1Cl)c1ccc([N+](=O)[O-])cc1	-5.6
O=C1C2C(c3ccccc3)C=CC(c3ccccc3)C2C(=O)N1Cc1ccc(F)cc1 (centres undefined)	-25.1
Fc1cccc(-c2nnc(SCc3ccccc3Cl)n2-c2ccccc2)c1	12.0
CCc1nc2ccccc2c(=O)n1-c1cccc([N+](=O)[O-])c1	-5.4
COc1cccc(CN2CCN(Cc3cccc(F)c3)CC2)c1OC	9.6
CCOc1ccccc1NC(=O)COc1ccc(Br)cc1	-13.6
COc1cc(NC(=O)c2cnn3c2NC(c2cccs2)CC3C(F)(F)F)c(OC)cc1Cl (centres undefined)	-1.4
NC(=O)c1c(NC(=O)C(c2ccccc2)c2ccccc2)sc2c1CCCCCC2	38.8
CN1C(=O)N(C)C2(c3ccccc3)Nn3c(s/c(=C/c4ccc([N+](=O)[O-])cc4)c3=O)=NC12c1ccccc1 (centres undefined)	-17.4
Cn1c(C(=O)c2ccccc2)nc2ccccc21	-13.3
Cc1ccc(S(=O)(=O)N=C(Nc2ccccn2)c2ccccc2)cc1	-12.8
O=C(CCN1C(=O)c2cccc([N+](=O)[O-])c2C1=O)NCC1CCCO1 (centres undefined)	-0.9
COc1ccc(CNC(=O)C(=O)Nc2ccc(Cl)c(C(F)(F)F)c2)cc1	3.0
Cc1ccc(NC(=O)C2CC3c4ccccc4C2c2ccccc23)cc1 (centres undefined)	5.7
Cc1nc(C2CC(=O)OC23CCCCC3)cs1 (centres undefined)	-8.2
O=C(CCCOc1ccccc1)Nc1ncn[nH]1	-4.7
Further entries follow:
SMILES	DUSP3 inh
O=C(COc1ccc2ccccc2c1)NC1C2CC3CC(C2)CC1C3 (centres undefined)	2.8
Cc1cccc(C)c1NC(=O)Nc1c(C)cccc1C	2.1
CC12CC3CC(C)(C1)CC(C(=O)Nc1ccc(Cl)cc1)(C3)C2	6.9
CCC(C)NC(=O)Nc1cccc(Cl)c1 (centres undefined)	-28.6
Cc1ccc(C(O)(CNCc2ccccc2)c2ccc(Br)cc2)cc1 (centres undefined)	-0.5
O=C1C(Nc2ccccc2)=CC(c2cccc(F)c2)N1c1ccccc1 (centres undefined)	-19.1
NC(=O)NC(=O)c1nc2ccccc2[nH]c1=O	6.8
CCOc1ccccc1/C=C/C(=O)c1cccc(Br)c1	-3.4
Cc1ccc2nc(NC(=O)CSc3ncn[nH]3)sc2c1	-5.2
Cc1ccc(N=Cc2c(O)n(-c3ccccc3)c(=O)[nH]c2=O)cc1	-13.6
CCOCCOC(=O)c1ccc(NC(=O)c2ccc(C)cc2)cc1	-12.3
COc1ccc(-c2cc(C(=O)NCc3ccco3)c3ccccc3n2)cc1	17.8
Cc1sc2ncn(/N=C/C=C3\N(C)c4ccccc4C3(C)C)c(=O)c2c1C	-12.1
O=C(c1ccccc1)c1ccc2nc(-c3ccc(NC(=O)c4ccccc4Cl)cc3)[nH]c2c1	-37.1
O=C(CSc1nc2sc3c(c2c(=O)n1-c1ccccc1)CCCC3)NCCc1ccccc1	-0.6
C/C(=N\NC(=O)c1cc2ccccc2cc1O)c1ccco1	7.6
CC1=C(C(=O)OC2CCCC2C)C(c2ccccc2Cl)NC(=O)N1 (centres undefined)	-30.6
C=CCN(CC=C)CCCCOc1cccc(C)c1	-13.2
CCOc1cc(C=NNC(=S)NC2CCCCC2)ccc1O	0.2
CCOc1ccc(C2C(C(C)=O)=C(O)C(=O)N2CC2CCCO2)cc1 (centres undefined)	-3.1
CCCN1CCC(=NNC(=O)c2c[nH]c3ccccc23)CC1	-42.6
CC(C)C1=NN2C(=N)/C(=C/c3ccc(OCc4ccc(F)cc4)cc3)C(=O)N=C2S1	-0.6
Cc1cccc(OCCOc2cccc(/C=N/n3cnnc3)c2)c1	111.8*
O=C(NC1C2CC3CC(C2)CC1C3)c1cccc(I)c1 (centres undefined)	-7.4

Some of the entries so far, bar-delimited:
SMILES | DUSP3 inh
CCOc1cc(C=NNC(=S)NC2CCCCC2)ccc1O | 0.2
CCOc1ccc(C2C(C(C)=O)=C(O)C(=O)N2CC2CCCO2)cc1 (centres undefined) | -3.1
CCCN1CCC(=NNC(=O)c2c[nH]c3ccccc23)CC1 | -42.6
CC(C)C1=NN2C(=N)/C(=C/c3ccc(OCc4ccc(F)cc4)cc3)C(=O)N=C2S1 | -0.6

The listing picks up, starting 2 compounds before the break.
SMILES	DUSP3 inh
Cc1cccc(OCCOc2cccc(/C=N/n3cnnc3)c2)c1	111.8*
O=C(NC1C2CC3CC(C2)CC1C3)c1cccc(I)c1 (centres undefined)	-7.4
COc1ccc(C(=O)N/C(=C\c2ccc(-c3cccc([N+](=O)[O-])c3)o2)C(=O)NCc2ccncc2)cc1	4.9
CS(=O)(=O)c1ccc2nc(NC(=O)c3ccccc3Cl)sc2c1	-16.6
CCOC(=O)C1=C(C)NC(C)=C(C(=O)OCC)C1c1cccs1	-7.2
Cc1cc(COc2ccccc2OCc2cc(C)no2)on1	1.7
COc1cc(/C=C2/SC(=S)N(c3ccccc3)C2=O)ccc1OC(=O)c1ccc([N+](=O)[O-])cc1	-12.5
CCOC(=O)c1c(C)nc2n(/N=C/c3ccccc3)c3ccccc3n12	-4.8
O=C(Nc1ccc(S(=O)(=O)N2CCCCCC2)cc1)c1ccccc1[N+](=O)[O-]	0.4
CCCn1c(NCCO)nc2ccccc21	-9.4
O=C(COc1ccccc1Cl)Nc1nccs1	-4.7
CCCOc1ccc(/C=N/N=C/c2ccc(OCCC)cc2)cc1	0.7
COC(=O)C(Cc1c[nH]c2ccccc12)NC(=O)C(c1ccccc1)c1ccccc1 (centres undefined)	-3.5
COc1cc([N+](=O)[O-])ccc1-c1ccc(/C=C2\C(=O)N(c3ccc(S(N)(=O)=O)cc3)N=C2C)o1	80.6
COc1ccc(C(NC(=O)c2ccccc2)c2c(O)ccc3ccccc23)cc1OC (centres undefined)	-1.2
COC(=O)C1=C(C)N(c2ccc(Cl)cc2)/C(=C\c2ccc(OCC(=O)Nc3ccccc3OC)cc2)C1=O	-11.1
Cc1cccc(NC(=O)/C(=C\c2ccccc2Cl)NC(=O)c2ccccc2)c1	-5.8
CCOC(=O)c1c(NC(=O)c2cnccn2)sc2c1CCC(C(C)(C)C)C2 (centres undefined)	9.6
COc1ccc(N/C=C/C(=O)c2ccco2)cc1	-25.2
Cc1ccc(-c2nnc(-c3ccc(Br)o3)o2)cc1	-36.0
COC(=O)c1ccc(/C=c2\sc3nc(-c4ccc(C)cc4)nn3c2=O)cc1	-36.8
COc1cc(C(=S)N2CCOCC2)cc(OC)c1OC(=O)c1ccc(Br)cc1	64.4
O=C1CSC(=O)N1c1ccc(O)cc1	1.8
C=CCN1C(=O)/C(=C\c2ccc(-c3cccc(C(=O)O)c3)o2)C(=O)NC1=S	92.8
Nc1sc2c(c1C(=O)Nc1ccc(Cl)cc1)CCCC2	16.3
CCc1ccc(-c2cc(C(=O)Nc3nccs3)c3ccccc3n2)cc1	3.7

Brought forward from above: 6 entries, followed by the next part.
SMILES	DUSP3 inh
COC(=O)c1ccc(/C=c2\sc3nc(-c4ccc(C)cc4)nn3c2=O)cc1	-36.8
COc1cc(C(=S)N2CCOCC2)cc(OC)c1OC(=O)c1ccc(Br)cc1	64.4
O=C1CSC(=O)N1c1ccc(O)cc1	1.8
C=CCN1C(=O)/C(=C\c2ccc(-c3cccc(C(=O)O)c3)o2)C(=O)NC1=S	92.8
Nc1sc2c(c1C(=O)Nc1ccc(Cl)cc1)CCCC2	16.3
CCc1ccc(-c2cc(C(=O)Nc3nccs3)c3ccccc3n2)cc1	3.7
CC1=C(C)CC2C(=O)N(c3ccc(C)c([N+](=O)[O-])c3)C(=O)C2C1 (centres undefined)	-10.9
Nc1ncnc2ncc3c4ccccc4[nH]c3c12	14.0
CCOC(=O)C1=CN(c2ccc(F)cc2)C=C(C(=O)OCC)C1c1ccc(F)cc1	-17.5
COc1ccc(C(=O)Nc2ncc(Br)cc2Br)cc1[N+](=O)[O-]	-1.3
CC(=C/c1ccccc1)/C=N/NC(=O)CSc1n[nH]c(=O)[nH]c1=O	-2.4
Cc1cc(C=C2C(=O)NC(=O)NC2=O)c(C)n1-c1ccc(F)cc1	-7.1
CCOc1ccc(N(CC(=O)N2CCCC2)S(=O)(=O)c2ccc(Cl)cc2)cc1	-25.3
CCOc1ccc(/C=C2\C(=O)NC(=S)N(c3ccccc3C)C2=O)cc1Cl	0.7
CC12CN3CC(C)(CN(C1)C(=O)c1ccccc1C3=O)C2=O	-9.3
COc1ccc(C2CC(=O)C3=C(C2)Nc2ccccc2N(C(C)=O)C3c2ccc(OC)c(OC)c2)cc1 (centres undefined)	-0.4
COc1ccc(-c2cc(-c3ccccc3)n[nH]2)cc1	6.1
O=C1CC(SC(=NCc2ccc3c(c2)OCO3)Nc2ccccc2)C(=O)N1c1ccc(Cl)cc1 (centres undefined)	-12.3

A draw from above in order of count of non-hydrogen atoms, low to high:
SMILES	DUSP3 inh
COc1ccc(C(=O)Nc2ncc(Br)cc2Br)cc1[N+](=O)[O-]	-1.3
CC(=C/c1ccccc1)/C=N/NC(=O)CSc1n[nH]c(=O)[nH]c1=O	-2.4
O=C1CC(SC(=NCc2ccc3c(c2)OCO3)Nc2ccccc2)C(=O)N1c1ccc(Cl)cc1 (centres undefined)	-12.3

More entries.
SMILES	DUSP3 inh
CN(C)c1ccc(NC(=O)/C=C/c2ccccc2Cl)cc1	-41.0
CCOC(=O)C(=CNc1ccc(O)cc1)C(=O)OCC	-0.7
OCCCNC(Nc1ccccc1)=C(c1ccccc1)c1ccccc1	-4.2
COc1ccc2oc(=O)c(C(=O)O)cc2c1	4.3
O=C(COc1ccccc1[N+](=O)[O-])N/N=C/c1cc2c(cc1Br)OCO2	13.2
CCOC(=O)c1sc(N=NC2=C(O)CCCC2=O)c(C(=O)OCC)c1C	5.4
Cc1ccc(OCC(=O)Nc2cccc(S(N)(=O)=O)c2)cc1C	-2.0

Screens from PubChem BioAssay.
